TRPC6 inhibitor – mouse TRPC6 channel inhibition. HEK293-TRPC6, membrane potential dye, ACh-evoked depolarization; active compounds read low. B-score at 10 µM. hit rate 1.1% among 310,000;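 active means B-score under library mean minus 3 SD, initial fluorescence not abnormally high, positive integrated signal ratio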;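 further: B-score derived from integrated fluorescence ratio over the kinetic read; more negative B-score means stronger inhibition of depolarization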
AI-2 QS mod – modulates the Vibrio harveyi AI-2 quorum sensing system | Vibrio harveyi JMH597 AI-2 luminescence/OD600 ratio, 9 h; active compounds read low; strain lacks LuxN and CqsS sensors; 0 = neutral-control median | activity change, % at 7.5 µM | hit rate 0.4% among 300,000 | AID 2094; in the data active means activity change below about -75%, passing the limit was not always enough;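 further: luminescence divided by OD600 gain over 9 h not by final OD600 alone; inactives centre near 13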
MrgX1 ag – activates human MrgX1 receptor signaling | Q96LB2 | MrgX1-HEK293 cells, Fluo-4 calcium fluorescence, agonist mode; active compounds read high | B-score at 10 µM | AID 588627 | hit rate 0.44% among 310,000;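 active means calcium response B-score plate-corrected fluorescence ratio at least 3 library SD, with starting fluorescence B-score inside 5 SD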
Target sequence (Q96LB2 whole entry, looked up): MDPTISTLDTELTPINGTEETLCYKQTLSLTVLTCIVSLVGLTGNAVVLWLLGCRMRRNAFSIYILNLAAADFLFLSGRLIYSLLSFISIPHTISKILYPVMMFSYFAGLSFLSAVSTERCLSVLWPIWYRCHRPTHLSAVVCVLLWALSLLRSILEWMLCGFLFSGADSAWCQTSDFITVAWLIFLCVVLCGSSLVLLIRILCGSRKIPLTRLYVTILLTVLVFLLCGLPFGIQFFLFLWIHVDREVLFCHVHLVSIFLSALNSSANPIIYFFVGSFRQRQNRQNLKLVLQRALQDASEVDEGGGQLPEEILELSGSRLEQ
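Test system: Stable human MrgX1 HEK293 cell line | Schedule: Overnight plating before 1 h dye loading | Read-out basis: Baseline-normalised fluorescence change ratio, B-scored | Detection: Kinetic calcium dye fluorescence, Fluo-4 NW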
TRPC4 act – activators of mouse TRPC4 channel. Q9QUQ5. HEK293 TRPC4beta/mu-opioid, Fluo4 calcium fluorescence; active compounds read high. B-score at 10 µM. hit rate 0.49% among 310,000. AID 2237;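 active means B-score above 5 SD of library B-scores, and initial fluorescence ratio not above library mean plus 5 SD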;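 further: positive B-score marks a calcium rise read as TRPC4 activation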
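Material: TRPC4beta and mu-opioid receptor HEK293 stable cells | Incubation: 45 min room-temperature Fluo4 loading, 110 s read | Detection: Kinetic Fluo4 calcium fluorescence | Measure: Integrated baseline-normalised fluorescence ratio, converted to per-well B score | Benchmarks: Low control buffer alone, high control maximal DAMGO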
PolyA inh – blocks polyadenylation in yeast reporter cells | hit rate 0.02% among 300,000 | AID 1875 | S. cerevisiae SKY197-pL101 polyadenylation reporter, beta-gal luminescence; efflux-impaired pdr1/pdr3 knockout yeast; score 100 = 6 SD above DMSO | calls only at 12 µM;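 active means lowest replicate activity score at least 50, where 100 means six control SD above control mean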;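 further: yeast exposed to compound for 9 h at 30 °C; higher score means more reporter readthrough which indicates perturbed polyadenylation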
TRPC4 block – blocks the mouse TRPC4 cation channel; Q9QUQ5; HEK293 TRPC4beta/mu-opioid, DAMGO-evoked Fluo4 calcium flux; active compounds read low; B-score at 10 µM; hit rate 0.39% among 300,000; AID 2247;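 active means B-score over 3 SD under the library average, no early fluorescence shift, positive overall ratio signal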
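System: stable TRPC4beta/mu-opioid receptor HEK293 cells; Dosing: single-point compound dosing; Measured by: Fluo4 Ca2+ flux fluorescence; Read-out basis: per-well B score of integrated baseline-normalized Fluo4 ratio.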
MrgX1 antag – antagonists of human MrgX1 receptor; B-score at 10 µM; MRGX1-HEK293 calcium flux, Fluo-4, BAM8-22 antagonism; active compounds read low; hit rate 1.3% among 310,000; AID 588676; Q96LB2;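 active means calcium-response B-score plate-corrected more than 3 library SD below zero, starting fluorescence within 5 deviations, no agonist response on first addition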;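 further: peak minus trough fluorescence over baseline after final BAM8-22 challenge near maximal dose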
MrgX1 PAM – human MrgX1 positive allosteric modulation, primary screen; Q96LB2; MrgX1-HEK293, Fluo-4 calcium flux, FDSS; active compounds read high; AID 588675; hit rate 0.63% among 310,000; B-score at 10 µM;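 active means plate-corrected calcium response at least 3 library SD above typical, normal starting fluorescence, not activating the receptor alone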;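 further: compound read alongside a low EC10 to EC30 dose of BAM8-22 agonist; peak minus trough fluorescence over baseline measured at the second addition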
TRPC4 potent – TRPC4 (mouse) allosteric potentiation; Q9QUQ5; HEK293 TRPC4beta/mu-opioid, DAMGO EC20, Fluo-4 Ca2+ flux; active compounds read high; B-score at 10 µM; hit rate 0.42% among 310,000; AID 2227;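 active means B-score of calcium response area above 5 SD of library B-scores, with initial fluorescence ratio within 5 SD of library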;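 further: B-score of integrated fluorescence ratio over time as area under calcium response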
TRPC6 activator – activates the mouse TRPC6 cation channel; HEK293-TRPC6 membrane potential dye fluorescence; active compounds read high; B-score at 10 µM; hit rate 0.13% among 310,000; AID 2550;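 active means B-score of the integrated fluorescence ratio above library mean plus 3 SD, and starting fluorescence ratio within library mean plus 5 SD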;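 further: higher score means more depolarization so channel activation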
HIF activator – HIF pathway transcriptional activation; U2OS HRE-luciferase reporter, luminescence; normalized: DMSO 0%, desferrioxamine 100%; activation, % at 7.5 µM (by protocol); hit rate 0.32% among 300,000; AID 1910;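 active means mean activation of at least 10% of the iron chelator positive control signal, with at least half of replicates also reaching 10%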
* = called active by the depositor; i = inactive; . = not tested or not shown. These rows are one share of the data. The share of hits here may be higher or lower than overall.

SMILES	TRPC6 inhibitor	AI-2 QS mod	MrgX1 ag	TRPC4 act	PolyA inh	TRPC4 block	MrgX1 antag	MrgX1 PAM	TRPC4 potent	TRPC6 activator	HIF activator
O=C(CCC(=O)Nc1nnc(C2CCCCC2)s1)Nc1ccccc1	i	6	i	i	i	i	i	i	i	i	0.2
O=C(CSc1nnnn1C1CCCCC1)N1c2ccccc2Sc2ccccc21	i	8	i	i	i	i	i	i	i	i	-0.1
O=c1[nH]c2ccccc2nc1NCCN1CCOCC1	i	0	i	i	i	i	i	i	i	i	-0.3
O=C(O)C(c1ccccc1)N1C(=O)/C(=C\c2ccc(-c3ccc(Br)cc3)o2)SC1=S (stereo unspecified)	i	65	.	i	i	i	.	.	i	i	0.4
O=C(c1oc2ccccc2c1N1CCCCC1)N1CCCCC1	i	21	i	i	i	i	i	i	i	i	-0.3
NS(=O)(=O)c1ccc(NC(=O)C2Cc3ccccc3C(=O)O2)cc1 (stereo unspecified)	i	16	i	i	i	i	i	i	i	i	-0.7
CN1CCN(C(=O)c2ccc(CNS(=O)(=O)c3cccc(Cl)c3)cc2)CC1	i	10	i	i	i	i	i	i	i	i	0.6
O=C(Nc1ccccc1O)c1ccc2c(c1)C(=O)N(Cc1ccco1)C2=O	i	28	i	i	.	i	i	i	i	i	.
O=C(N/N=C\C1CC=CCC1)c1ccc(Br)o1 (stereo unspecified)	i	11	i	i	i	i	i	i	i	i	0.9
Cn1ncc2c(Nc3ccccc3Cl)nc(Nc3ccccc3Cl)nc21	i	13	i	i	i	i	i	i	i	i	0.1
N#CC1CCN(C(=O)c2ccc3c(Cl)c4c(nc3c2)CCCC4)CC1	i	25	i	i	i	i	i	i	i	i	2.4
COCCSc1ccccc1C(=O)N1CCC(Cc2ccccc2)CC1	i	29	i	44*	i	-7*	i	i	i	i	0.2
COC(=O)Cn1c(CN2CCOCC2)nc2c1c(=O)[nH]c(=O)n2C	i	6	i	i	i	i	i	i	i	i	-0.1
CCCN1C(=O)C(Cc2nc3ccccc3c(=O)n2-c2ccccc2)c2cc(C)ccc21 (stereo unspecified)	i	3	i	i	i	i	i	i	i	i	0.2
CCOc1ccc(NC(=O)c2c3c(nc4ccccc24)CCC3)cc1	i	-3	i	i	i	i	i	i	i	i	-0.9
CCCCCOC(=O)CSc1nnc(-c2ccccc2)c(=O)[nH]1	i	31	i	i	i	i	i	i	i	i	0.0
CCOC(=O)CN1C(=O)C(O)(CC(=O)c2ccc3c(c2)CCCC3)c2ccccc21 (stereo unspecified)	i	21	i	i	i	i	i	i	i	i	-0.7
Cc1ccc(CSC2=CS(=O)(=O)c3ccccc3N2)cc1	i	17	i	i	i	i	i	i	i	i	-0.2
CC1(C)CC(=O)c2cn3nc(C(F)(F)F)nc3nc2C1	i	25	i	i	i	i	i	i	i	i	0.2
S=C(NCCCN1CCOCC1)N1CCN(c2nc(-c3ccc(Cl)cc3)cs2)CC1	i	15	i	i	i	i	i	i	i	i	-0.3
CC1=C(C(=O)OCc2ccc3c(c2)OCO3)C(c2ccccc2)NC(=O)N1 (stereo unspecified)	i	13	i	i	i	i	i	i	i	i	3.7
Cc1ccc(-c2csc(NC(=O)c3ccc4c(=O)n5c(nc4c3)CCCCC5)n2)cc1	i	30	i	i	i	i	-5.5*	i	i	i	0.7
CC1CN(CCCCOc2ccc(C(C)C)cc2)CC(C)O1 (stereo unspecified)	i	-14	i	i	i	i	i	i	i	i	0.3
Cc1cccc(NC(=O)CS(=O)(=O)c2c[nH]c3ccccc23)c1C	i	20	i	i	i	i	i	i	i	i	-0.2
COc1ccccc1NC(=O)N1CCN(Cc2ccc3c(c2)OCO3)CC1	i	29	i	i	i	i	i	i	i	i	-0.1
COc1ccccc1CNC(=O)CN(C)S(=O)(=O)c1ccc2c(c1)n(C)c(=O)c(=O)n2C	i	4	i	i	i	i	i	i	i	i	0.5
C=C(C)C(=O)OCC(=O)NCc1ccccc1	i	11	i	i	i	i	i	i	i	i	0.2
CCn1c(=O)c(CCC(=O)N2CCOCC2)c(C)c2c(C)nn(-c3ccccc3)c21	i	9	i	i	i	i	i	i	i	i	0.3
COc1ccc(NC(=O)Cc2c(F)cccc2Cl)cc1	i	17	i	i	i	i	i	i	i	i	2.6
Cc1ccc(CNC(=O)c2nn(C)c(C)c2[N+](=O)[O-])cc1	i	19	i	i	i	i	i	i	i	i	-0.4
COC(=O)COc1coc(CN2CCN(c3cccc(Cl)c3)CC2)cc1=O	i	17	i	i	i	i	i	i	i	i	1.2
CCOC(=O)c1csc(NNC=O)n1	i	-2	i	i	i	i	i	i	i	i	0.2
O=C(N=c1ccn(-c2nc3ccccc3nc2NS(=O)(=O)c2ccc(Cl)cc2)cc1)c1ccccc1Cl	i	25	i	i	i	i	i	i	i	i	0.9
NC(=NCc1ccccc1)c1cccc([N+](=O)[O-])c1	i	6	i	i	i	i	i	i	i	i	1.2
Cc1cc(C(=O)Nc2cc(C(F)(F)F)ccc2N2CCOCC2)no1	i	21	i	i	i	i	i	i	i	i	0.3
OCCC1CN(Cc2cnc(-c3ccccc3)s2)CCN1Cc1ccccc1 (stereo unspecified)	i	38	i	i	i	i	i	i	i	i	-0.2
COc1ccc(/C=C2\Oc3cc(OCC(=O)N4CCC(C(=O)O)CC4)ccc3C2=O)c(OC)c1OC	i	17	i	i	i	i	i	i	i	i	-0.3
O=C(NCc1ccccn1)Nc1ccc(F)cc1	i	16	i	i	i	i	i	i	i	i	-17
CC(C)C(=O)Nc1c2c(nn1-c1ccc(F)cc1)CSC2	i	15	i	i	i	i	i	i	i	i	-0.2
O=C(CN1CCN(c2ncccn2)CC1)N1CCc2ccccc21	i	6	i	i	i	i	i	i	i	i	0.2
Cn1c(=O)[nH]c(=O)c2c1[nH]c(=S)n2Cc1ccc(Cl)cc1	i	7	i	i	i	i	i	i	i	i	0.3
Cn1c(=O)c2c(ncn2CC(=O)NCc2cccnc2)n(C)c1=O	i	29	i	i	i	i	i	i	i	i	-0.3
O=C(CN1CCN(c2ccccc2)CC1)Nc1ccccc1Cl	i	13	i	i	.	i	i	i	i	i	0.4
S=C(Nc1ccccc1Cl)N1CCCCC1	i	20	i	i	i	i	i	i	i	i	-0.3
O=C(Nc1c2c(nn1-c1ccccc1)CS(=O)(=O)C2)c1ccccc1C(F)(F)F	i	17	i	i	i	i	i	i	i	i	0.2
Cc1cnc(NC(=O)NCC2CCCC(CNC(=O)Nc3ncc(C)s3)C2)s1 (stereo unspecified)	i	23	i	i	i	i	i	i	i	i	0.3
C/C(=N\NC(=O)Cn1c(C)nc2ccccc21)c1cccs1	i	16	i	i	.	i	i	i	i	i	0.0
COc1ccc(Cc2nnc(NC(=O)Nc3ccc(F)cc3)s2)cc1	i	-6	i	i	i	i	i	i	i	i	0.1

3 neighbouring entries out of the list so far, quoted:
SMILES	TRPC6 inhibitor	AI-2 QS mod	MrgX1 ag	TRPC4 act	PolyA inh	TRPC4 block	MrgX1 antag	MrgX1 PAM	TRPC4 potent	TRPC6 activator	HIF activator
Cc1cnc(NC(=O)NCC2CCCC(CNC(=O)Nc3ncc(C)s3)C2)s1 (stereo unspecified)	i	23	i	i	i	i	i	i	i	i	0.3
C/C(=N\NC(=O)Cn1c(C)nc2ccccc21)c1cccs1	i	16	i	i	.	i	i	i	i	i	0.0
COc1ccc(Cc2nnc(NC(=O)Nc3ccc(F)cc3)s2)cc1	i	-6	i	i	i	i	i	i	i	i	0.1

(next part)
SMILES	TRPC6 inhibitor	AI-2 QS mod	MrgX1 ag	TRPC4 act	PolyA inh	TRPC4 block	MrgX1 antag	MrgX1 PAM	TRPC4 potent	TRPC6 activator	HIF activator
CC(=O)N1CCN(c2ccc([N+](=O)[O-])c(NCC3CCCO3)c2)CC1 (stereo unspecified)	i	23	i	i	i	i	i	i	i	i	-0.3
O=C(c1ccc(F)cc1)N1CCCCC(Sc2nnnn2-c2ccccc2)C1=O (stereo unspecified)	i	13	i	i	i	i	i	i	i	i	0.6
O=C(OCc1ccc([N+](=O)[O-])cc1)C1CC(=O)N(c2ccccc2)C1 (stereo unspecified)	i	19	i	i	i	i	i	i	i	i	-0.6
CCOC(=O)C1(Cc2ccccc2)CCCN(C(=O)C=C(C)C)C1 (stereo unspecified)	i	17	i	i	i	i	i	i	i	i	4.4
COCCCC1CCN(C(=O)c2cc(COc3ccc(C)nc3)on2)CC1	i	12	i	i	i	i	i	i	i	i	-0.3
C=C(C)COc1ccc(-c2nc(N)nc(C)c2Oc2ccccc2OC)c(O)c1	i	47	i	i	i	i	i	i	i	i	-0.6
CCOC(=O)c1cc(=O)[nH]c2ccccc12	i	-2	i	i	i	i	i	i	i	i	-0.2
CN(CC(=O)Nc1ccc(F)c(F)c1F)c1cnccn1	i	30	i	i	i	i	i	i	i	i	-1.2
CC(=O)Oc1ccc(-n2c(=O)c3ccccc3c3ccccc3c2=O)cc1	i	2	i	i	i	i	i	i	i	i	0.2
CC(=O)c1cn(Cc2ccccc2)c(=O)n(Cc2ccc(F)cc2)c1=O	i	19	i	i	i	i	i	i	i	i	-0.4
Cc1cnc(C(=O)OCC(=O)NC(C)CCc2ccccc2)cn1 (stereo unspecified)	i	25	i	i	i	i	i	i	i	i	-0.3
Cc1cc(-n2c(C)cc(C(=O)CSc3ccc4c(c3)OCCO4)c2C)no1	i	-1	i	i	i	i	i	i	i	i	-0.1
CCNc1nc(NCC)nc(N/N=C/c2ccc(O)c(O)c2)n1	i	-8	i	i	i	i	i	i	i	i	-0.3
Cc1cc(C)nc(NS(=O)(=O)c2ccc(NC(=O)c3cc(-c4ccccc4)nc4ccccc34)cc2)n1	i	55	i	i	i	i	i	i	i	i	-0.5
Cc1ccc(CNC(=O)C2CC(c3cccc([N+](=O)[O-])c3)=NO2)cc1 (stereo unspecified)	i	28	i	i	i	i	i	i	i	i	0.3
O=C(NNC1=NC2(CCCC2)Cc2ccccc21)c1ccncc1	i	2	i	i	i	i	i	i	i	i	-0.5
O=C(NCc1cn(-c2ccccc2)nc1-c1ccccc1)c1cc([N+](=O)[O-])cc([N+](=O)[O-])c1	i	27	i	i	i	i	i	i	i	i	-0.1
Cc1ccc(C(=O)COC(=O)CNC(=O)c2ccco2)cc1	i	16	i	i	i	i	i	i	i	i	0.4
